Screening data: PubChem, National Center for Advancing Translational Sciences (NCATS)
EPAC2 ag = agonists of human EPAC2 (RAPGEF4) | Q8WZA2 | EPAC2 activation, biochemical qHTS; response scale: 100% = 6.5 mM cAMP response | Potency, µM (highest dose often 154 µM), for inactives: at the top dose activation, usual class: activators | hit rate 0.079% among 360,000 | AID 720711; also: potency is read from the fitted curve at half-maximal effect; nearly all actives have a fitted effect of over 50% in size
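Nucleotide exchange monitored as fluorescence drop when BODIPY-GDP leaves Rap1B. Reaction: 100 nM EPAC2, 250 nM RAP1B-BODIPY-GDP, 50 uM GDP, room temperature, kinetic read over 30 min. Activity expressed relative to 6.5 mM cAMP.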
IL-2 act = activators of IL-2 | IL-2 activation reporter assay, cell-based qHTS; stimulated with anti-CD3/CD4/CD28 beads; in transgenic mouse T cells | activation, % (series mostly up to about 46 µM) | hit rate 0.065% among 360,000; in the data active = activation above about 50%; inconclusive = mostly about 30% to 49%; also: 0% is about no effect
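Using fluorescent plate cytometry, EGFP and DsRed are detected in transgenic mouse T cells stimulated 18 h at 37 degrees C with antibody-coated beads after 60 min compound pretreatment.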
EPAC1 antag = antagonists of human EPAC1 | hit rate 0.14% among 360,000 | Potency, µM (top dose mostly 115 µM), for the others: at the highest dose activity change, negative = inhibition, usual class: inhibitors | AID 720709 | EPAC1 GEF assay, Rap1b-BODIPY-GDP exchange fluorescence;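 also: potency is read from the fitted curve at half-maximal effect; plate controls were vehicle for no effect and positive control for full effect; nearly all actives have a fitted effect of over 50% in size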
PLK1 PBD block = blocks phosphopeptide binding to human PLK1 polo-box domain. P53350. Plk1 PBD binding of FITC phosphopeptide, fluorescence polarization. Potency, µM, for inactives: max response, negative = inhibition, actives largely listed as inhibitors. hit rate 2.8% among 360,000; also: potency is read from the fitted curve at half-maximal effect; series mostly up to about 57 µM; % is scaled to controls: 0 for no effect and ±100 for the full control effect; nearly all actives have a fitted effect of over 65% in size
Target sequence (P53350 whole entry, looked up, the tested form may be a part): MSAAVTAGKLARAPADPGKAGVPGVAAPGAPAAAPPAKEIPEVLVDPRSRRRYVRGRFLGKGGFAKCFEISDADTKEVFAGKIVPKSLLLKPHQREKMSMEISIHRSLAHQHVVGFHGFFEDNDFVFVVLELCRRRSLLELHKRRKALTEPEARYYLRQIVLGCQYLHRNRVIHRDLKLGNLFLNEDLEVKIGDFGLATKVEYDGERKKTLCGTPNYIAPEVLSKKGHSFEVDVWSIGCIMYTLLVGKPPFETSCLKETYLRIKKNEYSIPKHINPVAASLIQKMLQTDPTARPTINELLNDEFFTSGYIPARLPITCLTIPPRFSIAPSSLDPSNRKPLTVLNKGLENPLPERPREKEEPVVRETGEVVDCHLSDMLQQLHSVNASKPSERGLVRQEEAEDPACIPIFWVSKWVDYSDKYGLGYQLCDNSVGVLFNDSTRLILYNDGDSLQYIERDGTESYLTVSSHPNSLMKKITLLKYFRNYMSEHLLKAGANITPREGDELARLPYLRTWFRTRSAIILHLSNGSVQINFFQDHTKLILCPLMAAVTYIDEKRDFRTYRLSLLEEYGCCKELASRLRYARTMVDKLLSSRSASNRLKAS
PI5P4K alpha inh = blocks human PI5P4K alpha kinase activity; max response, %; PI5P4Kalpha enzyme, ADP-Glo luminescence, 60 min; hits give low values; P48426; hit rate 1.2% among 330,000; active = max response of -50% or lower; inconclusive = between -30% and -50%; inactive = -30% or higher; also: value at the top dose of about 77 µM; % is scaled to controls: 0 for no effect and ±100 for the full control effect
Target sequence (P48426 whole entry, looked up): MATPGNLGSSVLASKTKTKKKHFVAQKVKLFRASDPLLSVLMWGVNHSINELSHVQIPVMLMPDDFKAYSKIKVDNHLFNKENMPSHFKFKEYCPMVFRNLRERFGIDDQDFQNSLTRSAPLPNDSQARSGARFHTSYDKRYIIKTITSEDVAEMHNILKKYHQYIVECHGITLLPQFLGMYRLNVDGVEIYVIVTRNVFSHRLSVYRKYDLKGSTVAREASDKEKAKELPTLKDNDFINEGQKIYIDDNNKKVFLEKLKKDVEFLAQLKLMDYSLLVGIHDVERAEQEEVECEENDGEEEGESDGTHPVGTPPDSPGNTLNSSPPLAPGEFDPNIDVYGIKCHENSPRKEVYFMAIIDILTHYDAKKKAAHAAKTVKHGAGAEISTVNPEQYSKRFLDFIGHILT
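Reactions run in 0.038 M HEPES pH 7.4, 0.28 mM EGTA, 0.1% CHAPS and 5% DMSO, with PI5P4Kalpha, substrate, compound and 5 microM ATP final, one hour at room temperature. Readout is ADP-Glo luminescence.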
CCT chaperon mod = cytosolic chaperonin activity modulation; purified chaperonin ATPase assay, HTRF ADP detection, 30 min; activity change, % (no concentration beside the values), hits read low; hit rate 0.3% among 360,000; AID 651819; in the data active = activity change below about -30%; also: % is scaled to controls: 0 for no effect and ±100 for the full control effect
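Enzyme 40 or 20 nM (batch-dependent) in Tris pH 7.4/KCl/MgCl2/DTT; cpd 76 uM single point; ATP 10 uM; 30 min 37 °C; Transcreener ADP HTRF detection, 30 min RT; ratio 665/615.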
EPAC1 ag = EPAC1 (human) agonism | hit rate 0.073% among 360,000 | Potency, µM (doses to about 154 µM), without a hit: at the top dose activation, hits mostly activators | EPAC1 agonist qHTS, biochemical assay; response scale: 100% = response to 6.5 mM cAMP | AID 720707; also: potency is read from the fitted curve at half-maximal effect; nearly all actives have a fitted effect of over 60% in size
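Multi-concentration qHTS readout: loss of Rap1B-bound BODIPY-GDP fluorescence driven by 100 nM EPAC1 with excess GDP (50 uM), monitored kinetically at room temperature; agonist response expressed relative to 6.5 mM cAMP.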
WRN helicase inh = inhibitors of human WRN helicase; Q14191; WRN helicase unwinding, fluorescent forked duplex, kinetic; Potency, µM (doses to about 114 µM), for the others: at the highest dose activity change, negative = inhibition, most hits filed as inhibitors; hit rate 0.46% among 360,000; AID 651768; also: potency is read from the fitted curve at half-maximal effect; % is scaled to controls: 0 for no effect and ±100 for the full control effect; nearly all actives have a fitted effect of over 55% in size
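Enzyme (20 nM final) and test compound sit together 15 min at room temperature before substrate addition. Substrate is a single-forked duplex oligonucleotide (100 nM) labelled with fluorophore and quencher, with 2 mM ATP; helicase unwinding raises red fluorescence, read kinetically.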
Active calls of the source: *; ? = inconclusive; · = no result given; [ ] = dose if it differs, or a comment. Unless noted, calls follow the shape of the dose curve; as a rule, active = well fitted curve in the direction sought with a large enough effect; inconclusive = small, poorly fitted or top-dose-only effect, or another doubt; inactive = no such curve, though single readings can be large; an effect the other way counts as inactive or inconclusive. Some of the compounds tested, so the mix of outcomes need not match the whole.

SMILES | EPAC2 ag | IL-2 act | EPAC1 antag | PLK1 PBD block | PI5P4K alpha inh | CCT chaperon mod | EPAC1 ag | WRN helicase inh
CC(C)NC(=O)c1ccc(N2CCOCC2)nc1 | 4% | -2.0 | -4% | 1% | 0 | 0.3 | 2% | 3%
Cc1ccc([N+](=O)[O-])cc1S(=O)(=O)Nc1cccc(S(=O)(=O)Nc2ccccc2C(=O)O)c1 | 1% | -0.7 | -8% | -12% | -16 | -1.3 | -9% | -26%
Cc1noc(C)c1S(=O)(=O)Nc1ccc2c(c1)C(=O)N([C@H](C)CO)C[C@H](C)[C@@H](CN(C)C(=O)Nc1ccc3c(c1)OCO3)O2 | 0% | 1.5 | -13% | -4% | 1 | 3.2 | 0% | -4%
COc1ccc(/C=N\NC(=O)c2ccc(-c3ccccc3)cc2)cc1COC(C)=O | 11% | -0.1 | -10% | 1% | -7 | 2.1 | ? | -9%
CCOC(=O)C1=C(C)N=c2s/c(=C\c3cccn3C)c(=O)n2C1c1cccc(OC)c1OC (centres undefined) | 112µM* | -0.2 | 4% | -10% | 20 | 1.7 | 22% | -16%
CCCOC(=O)C1=C(C)NC(=O)NC1c1cccc2ccccc12 (centres undefined) | 0% | -1.1 | -11% | -18% | 3 | -2.7 | -7% | 4%
CC(C)Nc1nc(NC(C)C)nc(C(=O)OCCO)n1 | 6% | 2.8 | 3% | -9% | 0 | 1.7 | -2% | -1%
CC(C)(C)NC(=O)COc1ccc(CNn2nnnc2N)cc1 | 3% | -0.3 | -2% | -3% | · | -4.4 | 7% | 5%
Cc1ccc(-c2nnn(CC(=O)Nc3ccccc3-c3ccccc3)n2)c(-n2cnnn2)c1 | 20% | 3.5 | ? | -7% | -2 | -4.2 | 14% | -5%
FC(F)(F)c1ccccc1NC(=S)N1CCN(Cc2ccc3c(c2)OCO3)CC1 | -1% | -0.6 | 3% | -2% | -1 | -2.5 | -13% | -4%
CN(CC(=O)Nc1cccc(F)c1)C(=O)c1cn(-c2ccccc2)nc1-c1ccc(Cl)cc1 | 21% | 0.8 | -19% | -9% | 22 | -5.6 | 4% | -11%
Cc1cccc(-c2nc3ccccc3c(=O)n2NC(=S)N(C)C)c1 | -1% | -1.5 | -4% | 3µM* | ? | 0.8 | 4% | ?
CC(C)(C)c1ccc(Cn2c(=N)n(CC(O)c3ccco3)c3ccccc32)cc1 (centres undefined) | -1% | -0.9 | -9% | 3% | -11 | -0.3 | 0% | -1%
Cc1c(NS(=O)(=O)c2cccc(C(=O)N3CCCC3)c2)c(=O)n(-c2ccccc2)n1C | 1% | -0.4 | -3% | 0% | 0 | -2.4 | 4% | -14%
CCOC(=O)c1sc(NC(=O)C2CC(=O)N(c3ccc(C)cc3)C2)nc1C (centres undefined) | 14% | -0.2 | -13% | -18% | -13 | 0.1 | 8% | -5%

Complete entries as entered above.
CC(C)(C)NC(=O)COc1ccc(CNn2nnnc2N)cc1 in the list: EPAC2 ag = 3%; IL-2 act = -0.3; EPAC1 antag = -2%; PLK1 PBD block = -3%; PI5P4K alpha inh = ·; CCT chaperon mod = -4.4; EPAC1 ag = 7%; WRN helicase inh = 5%
CC(C)Nc1nc(NC(C)C)nc(C(=O)OCCO)n1 in the list: EPAC2 ag = 6%; IL-2 act = 2.8; EPAC1 antag = 3%; PLK1 PBD block = -9%; PI5P4K alpha inh = 0; CCT chaperon mod = 1.7; EPAC1 ag = -2%; WRN helicase inh = -1%

Entries above containing a tert-butyl group (2):
SMILES | EPAC2 ag | IL-2 act | EPAC1 antag | PLK1 PBD block | PI5P4K alpha inh | CCT chaperon mod | EPAC1 ag | WRN helicase inh
CC(C)(C)NC(=O)COc1ccc(CNn2nnnc2N)cc1 | 3% | -0.3 | -2% | -3% | · | -4.4 | 7% | 5%
CC(C)(C)c1ccc(Cn2c(=N)n(CC(O)c3ccco3)c3ccccc32)cc1 (centres undefined) | -1% | -0.9 | -9% | 3% | -11 | -0.3 | 0% | -1%

Remaining list, next part.
SMILES | EPAC2 ag | IL-2 act | EPAC1 antag | PLK1 PBD block | PI5P4K alpha inh | CCT chaperon mod | EPAC1 ag | WRN helicase inh
N#CC1=C(N)Oc2c(sc3ccccc23)C1c1ccco1 (centres undefined) | 13% | 10 | -27% | -21% | -21 | 0.2 | 13% | ?
CCOC(=O)C1CCCN(S(=O)(=O)Cc2ccccc2)C1 (centres undefined) | 6% | -3.0 | 2% | ? | · | -2.0 | -1% | -4%[57.1 µM]
Nc1ncnc2c1CCC2 | 9% | 0.2 | -17% | -9% | 12 | 2.1 | 3% | 12%
Cc1ccc(OCc2nc(-c3ccc(-n4cccc4)cc3)no2)cc1C | 13% | -2.6 | 11% | -5% | -1 | 1.4 | -6% | -6%
COc1ccccc1C(=O)N(Cc1cccs1)C1CCS(=O)(=O)C1 (centres undefined) | 5% | 0.2 | 4% | -10% | 3 | -0.9 | -3% | -4%
COc1ccc(C(CNC(=O)COc2cc(C)ccc2Cl)N2CCCCC2)cc1 (centres undefined) | 0% | 1.5 | -2% | 6% | 2 | -1.0 | -5% | -1%
Cc1ccc(N=C2C(=O)Nc3ccccc32)c(C)c1 | 5% | -0.4 | -22% | -11% | ? | 0.3 | 0% | -9%
Cc1sc2nc(CSCC(=O)NC3CCCCC3)[nH]c(=O)c2c1C | -5% | -4.0 | 4% | ? | -13 | -2.5 | 5% | -20%
CC1(C)CC(=O)C(N=Nc2ccc(-c3ccccc3)cc2)=C(O)C1 | 8% | 14 | 2% | -5% | 3 | -3.2 | 13% | 4%
Cc1ccc(C(C)C)c(OCCn2ccnc2C)c1 | 3% | -0.5 | -7% | -3% | -6 | 1.4 | -9% | 11%
CSc1nnc(-c2ccccc2)n1N | 14% | 0.2 | 13% | -6% | -6 | -3.4 | 0% | -8%
Cc1ccccc1N=C1Nc2ccccc2N[C@]12C[C@H]1CCC(=O)N3CC[C@@H](C2)[C@@H]13 | 2% | 0.2 | -13% | 4% | -4 | 0.6 | -18% | 3%
O=S(=O)(N/N=C\c1cccnc1)c1ccccc1 | 3% | -0.4 | 7% | 0% | 3 | 1.6 | 0% | -2%
COc1cc2cc(C(=O)N3CCOCC3)cc(-c3ccc(C)cc3)c2cc1OC | -5% | -3.0 | -20% | -6% | -3 | 1.3 | 5% | -10%
O=C(Nc1ccccc1-c1ccccc1)c1ccccc1Br | 19% | 1.5 | 8% | 2% | 5 | 3.7 | 4% | 3%
COc1cccc(NC(=O)C(=O)NCC2CCCN2S(=O)(=O)c2cccs2)c1 (centres undefined) | 4% | 1.0 | 0% | 0% | -6 | 0.3 | 11% | 1%
COC(=O)c1cc2sccc2n1CC(=O)Nc1ccc(OC)c(OC)c1OC | 2% | -1.0 | 11% | -5% | · | -1.4 | 5% | -6%[57.1 µM]
CCN1C(=O)C(O)(CC(=O)c2ccc3c(c2)OCCO3)c2ccccc21 (centres undefined) | -2% | -1.5 | 2% | 0% | -7 | -1.0 | -12% | 4%
O=C(NNC(=S)Nc1ccccc1C(F)(F)F)c1ccc(Br)o1 | 2% | -2.7 | 3% | -17% | 1 | 0.1 | -11% | 4%
COc1ccc(C)cc1NC(=O)CN(C)S(=O)(=O)c1cnc[nH]1 | 6% | -1.8 | -13% | -2% | · | -2.1 | 1% | -11%
CCOC(=O)c1c(C)[nH]c(C)c1C(=O)CSc1nc2ccccc2c(=O)n1-c1ccc(Cl)cc1 | 12% | -0.6 | -29% | -6% | 8 | -11 | 13% | -9%
O=C(NC1CCCCCC1)c1ccc(CS(=O)(=O)Cc2ccc(F)cc2)o1 | 5% | -2.3 | 6% | -24% | -3 | -2.8 | 3% | 6%
Nc1nnnn1/N=C/c1ccc(Cl)cc1 | 13% | -1.2 | -11% | 4% | 5 | -0.7 | 5% | 1%
CSc1ccccc1C(=O)OCC(=O)N1CCN(C(C)=O)CC1 | 5% | 1.1 | 1% | -13% | -2 | -1.8 | -3% | 8%
CC(C)(C)[C@@H]1COC(=O)[C@H](Cc2ccc(F)cc2)CC/C=C\C[C@@H](CC(=O)N(CCO)Cc2ccccc2)C(=O)N1 | -4% | -0.4 | -9% | -3% | 2 | -0.7 | -4% | -9%
CN(C(=O)CCc1nnc(CCCCc2ccccc2)o1)C1CC(C)(C)NC(C)(C)C1 | 12% | -4.2 | 22% | -8% | -8 | 0.6 | -2% | -1%
COc1ccc(CNC(=O)CC2C(=O)NCCN2CC(C)(C)C)c(OC)c1 (centres undefined) | -5% | 0.2 | 16% | -10% | -5 | -1.7 | 3% | -3%
COc1ccc(C)cc1S(=O)(=O)N(CC(=O)Nc1ccc2c(c1)OCCO2)Cc1ccccc1 | 12% | -2.2 | -1% | 1% | · | -2.4 | 13% | -8%
COC(=O)[C@@]12C[C@@H](CC(=O)NCc3ccccc3)C(=O)N(CCc3ccc(OC)c(OC)c3)C1=CCC(C)(C)C2 | 5% | -0.8 | -7% | -9% | 2 | · | -4% | -3%
CC1(C)C2CCC(CN)C1C2 (centres undefined) | 5% | -0.2 | -5% | -5% | 1 | -0.9 | 7% | -12%
CCOc1cc(NC(=S)NCCCN2CCOCC2)c(OCC)cc1NC(=O)C(C)C | -8% | -1.4 | -2% | -9% | -5 | 0.3 | -4% | 6%
CCn1c(-c2cccn(Cc3ccccc3)c2=O)n[nH]c1=S | 9% | -0.4 | -19% | -14% | -3 | -2.7 | 6% | 0%
C[C@@H]1CN([C@@H](C)CO)C(=O)Cc2cc(NC(=O)Nc3ccc4c(c3)OCO4)ccc2O[C@@H]1CN(C)C(=O)NC1CCCCC1 | -1% | -0.1 | -5% | -17% | 1 | -1.6 | -7% | -5%
COC(=O)c1sccc1NC(=S)OC | 8% | -1.6 | -1% | -9% | 1 | -0.2 | 0% | 5%
O=C(O)C1C(C(=O)Nc2ccc(Cl)cc2)C2C=CC1C21CC1 (centres undefined) | 8% | 0.2 | 5% | -4% | · | -1.1 | 7% | 5%
Cc1c(-c2ccc(Cl)cc2)[n+](=O)c2c(n1[O-])CCCC2 | 5% | 0.4 | -13% | -16% | 2 | -0.5 | -3% | 2%

Results in EPAC1 ag, CCT chaperon mod and EPAC1 antag, for some of the entries so far:
smiles | EPAC1 ag | CCT chaperon mod | EPAC1 antag
C[C@@H]1CN([C@@H](C)CO)C(=O)Cc2cc(NC(=O)Nc3ccc4c(c3)OCO4)ccc2O[C@@H]1CN(C)C(=O)NC1CCCCC1 | -7% | -1.6 | -5%
COC(=O)c1sccc1NC(=S)OC | 0% | -0.2 | -1%
O=C(O)C1C(C(=O)Nc2ccc(Cl)cc2)C2C=CC1C21CC1 (centres undefined) | 7% | -1.1 | 5%
Cc1c(-c2ccc(Cl)cc2)[n+](=O)c2c(n1[O-])CCCC2 | -3% | -0.5 | -13%
